Bioassay records deposited in PubChem by several laboratories.
Mtb FBA inh – inhibitors of M. tuberculosis fructose-bisphosphate aldolase; inhibition, % at 1 µM; purified M. tuberculosis FBA, fluorescence read-out; 2.3% of 360,000 active; in the data active = inhibition above about 27%;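 note: 0% = vehicle and 100% = reference inhibitor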
PfHsp40 rescue – restores yeast growth despite PfHsp40 toxicity; S. cerevisiae expressing PfHsp40, growth rescue, ATP luminescence; growth rescue, % at 12.5 µM; 0.68% of 340,000 active; AID 504582; in the data active = growth rescue above about 28%, passing the limit was not always enough; inconclusive = no clear call, values can overlap the other calls;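 note: yeast W303a lacking pdr1 and pdr3 grown in galactose medium; growth measured after three days at 30 °C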
UGM FP inh – inhibitors of M. tuberculosis UDP-galactopyranose mutase | purified UGM, fluorescence polarization probe displacement | inhibition, % at 10 µM | 0.06% of 320,000 active; in the data active = inhibition above about 10%, passing the limit was not always enough; inconclusive = no clear call, values can overlap the other calls
GDH-TPI counter – GDH-TPI coupled enzyme inhibition counter-screen. GDH-TPI coupled enzyme counterscreen, NADH absorbance. inhibition, % at 4.8 µM. 1.2% of 360,000 active. AID 588335; in the data active = inhibition above about 30%;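 note: 0% = DMSO wells and 100% = wells lacking the enzyme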
Mtb BioA inh – BioA (M. tuberculosis) enzyme inhibition; inhibition, % at 9.99 µM; purified M. tuberculosis BioA enzyme, plate reader; 0.096% of 360,000 active; in the data active = inhibition above about 40%; inconclusive = no clear call, values can overlap the other calls
BoNT F protease – blocks Botulinum neurotoxin F light chain protease; Multiplex microsphere protease cleavage assay, flow cytometry; 0.22% of 360,000 active; inhibition, % at 10 µM; in the data active = inhibition above about 35%, passing the limit was not always enough; inconclusive = no clear call, values can overlap the other calls; note: plate controls were buffer without enzyme for full effect and enzyme alone for no effect
FadD28 FP inh – blocks FadD28 binding to the bisubstrate probe | fluorescence polarization | inhibition, % at 12.5 µM | 0.22% of 360,000 active | AID 588549; in the data active = inhibition above about 8.5%, passing the limit was not always enough; inconclusive = no clear call, values can overlap the other calls
Anthrax LF inh2 – inhibitors of Bacillus anthracis lethal factor protease. AID 588501. 0.12% of 360,000 active. P15917. inhibition, % at 10 µM. multiplex microsphere protease cleavage assay, LF; note: plate controls were buffer without enzyme for full effect and enzyme alone for no effect
Target sequence (P15917 whole entry, looked up): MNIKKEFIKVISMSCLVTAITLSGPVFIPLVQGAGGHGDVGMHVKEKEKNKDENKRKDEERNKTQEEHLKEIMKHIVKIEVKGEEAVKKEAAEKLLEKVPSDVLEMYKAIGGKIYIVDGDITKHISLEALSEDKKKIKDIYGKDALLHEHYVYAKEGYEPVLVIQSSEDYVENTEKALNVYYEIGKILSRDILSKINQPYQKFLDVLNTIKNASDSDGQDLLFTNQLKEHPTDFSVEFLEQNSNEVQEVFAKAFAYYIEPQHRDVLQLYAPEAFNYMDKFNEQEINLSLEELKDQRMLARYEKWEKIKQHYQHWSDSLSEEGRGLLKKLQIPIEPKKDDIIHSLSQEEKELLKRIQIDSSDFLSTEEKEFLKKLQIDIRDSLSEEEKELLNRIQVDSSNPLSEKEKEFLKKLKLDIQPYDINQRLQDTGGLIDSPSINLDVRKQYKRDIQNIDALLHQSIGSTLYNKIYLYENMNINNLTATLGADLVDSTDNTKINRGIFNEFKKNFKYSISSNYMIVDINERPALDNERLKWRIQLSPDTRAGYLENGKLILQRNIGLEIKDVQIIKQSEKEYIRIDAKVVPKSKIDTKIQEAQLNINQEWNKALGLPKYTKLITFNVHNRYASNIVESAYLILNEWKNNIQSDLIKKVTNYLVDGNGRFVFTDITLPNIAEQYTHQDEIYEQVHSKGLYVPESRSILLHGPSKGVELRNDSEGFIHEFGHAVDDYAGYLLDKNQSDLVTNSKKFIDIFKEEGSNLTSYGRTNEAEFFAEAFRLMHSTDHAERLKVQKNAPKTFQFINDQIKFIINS
BoNT A protease – blocks Botulinum neurotoxin A light chain protease; 0.17% of 360,000 active; inhibition, % at 10 µM; multiplex microsphere protease substrate cleavage, flow cytometry; AID 588499; note: plate controls were buffer without enzyme for full effect and enzyme alone for no effect
Starred values were filed as active, the others as inactive; ? = inconclusive; . = not tested or not shown. Cut-off read from the data, not from the text of the source, unless noted: active = inhibition above about 30%; inconclusive = no clear call, values can overlap the other calls; inactive = below that.

SMILES | Mtb FBA inh | PfHsp40 rescue | UGM FP inh | GDH-TPI counter | Mtb BioA inh | BoNT F protease | FadD28 FP inh | Anthrax LF inh2 | BoNT A protease
Cc1ccc(C(=O)CCC(=O)NC2=NCCS2)cc1 | 1 | 2.3 | 1.3 | 3 | -2.2 | -6 | -1.3 | -3 | -2.5
CS(=O)(=O)c1ccc(C(=O)NC2CCOC2=O)cc1 (configuration not stated) | -1 | -1.4 | 2.1 | -8 | -1.3 | -6 | -2.6 | -5 | ?
O=C1OCCN1C(=O)[C@H]1[C@H](c2ccc([N+](=O)[O-])cc2)C(c2ccccc2)=NN1c1ccc(Br)cc1 | -1 | -0.2 | . | 2 | -0.5 | 4 | -3.1 | 4 | 2.5
Nc1cc(C(=O)OCC(=O)N2CCCC2)ccc1Cl | 16 | 0.2 | 2.2 | -4 | 1.1 | 11 | -2.2 | -3 | 0.4
COc1cccc(-n2c(=O)n(Cc3ccccc3)c(=O)c3[nH]cnc32)c1C | 0 | -0.5 | 0.9 | 0 | -0.4 | ? | -0.7 | -2 | -2.5
Cc1cc(C(=O)N2CCN(S(=O)(=O)c3ccccc3F)CC2)c(C)o1 | 1 | 0.0 | 2.9 | -2 | . | -8 | -1.0 | -5 | -0.9
COc1ccccc1OCC(=O)n1cc(C(=O)c2cc(Cl)cc(Cl)c2O)cn1 | 0 | -1.1 | 6.3 | -4 | . | 1 | -0.1 | 1 | -0.3
Cc1ccccc1NC1=C(Cl)C(=O)OC1OC(=O)c1ccccc1C (configuration not stated) | 5 | 2.6 | 1.8 | 5 | . | 10 | -39 | 3 | 2.1
Cc1ccccc1OCC(=O)Nc1ccc2[nH]ncc2c1 | 0 | 0.6 | -0.6 | 19 | -3.3 | -29 | -0.9 | -14 | 0.2
O=C(c1ccc2c(=O)n(Cc3ccccc3Cl)c(=S)[nH]c2c1)N1CCCC1 | 2 | 0.6 | -0.6 | 4 | . | -2 | 2.2 | -4 | -1.8
CCOC(=O)N1CCC(NC(=O)c2cc3sccc3n2CC)CC1 | -2 | -1.1 | 3.1 | 0 | -0.3 | -5 | -1.6 | -2 | -0.7
O=C1C(Cc2cccc([N+](=O)[O-])c2)SC(=Nc2ccccc2)N1c1ccccc1 (configuration not stated) | 3 | 0.0 | 1.9 | 2 | -0.8 | -5 | 0.4 | 0 | -0.8
COc1cc(/C=C(\C(=O)O)c2ccc(S(=O)(=O)N3CCCC3)s2)ccc1OCCC(C)C | 1 | 1.9 | . | 9 | -0.9 | -3 | -2.1 | 3 | 0.5
CC1CCC(NC(=O)c2cc(Cl)nc3ccccc23)CC1 (configuration not stated) | 1 | -1.3 | -0.1 | 3 | -0.7 | 4 | -0.7 | -4 | 0.7
CCc1ccc(OCC(=O)Nc2ccc(N3CCN(S(C)(=O)=O)CC3)cc2)cc1 | -1 | 0.3 | 2.2 | -1 | . | -5 | 0.1 | -3 | -0.9
COc1cccc(C(=O)CC(C#N)c2ccc(F)cc2)c1 (configuration not stated) | -1 | 0.7 | 0.6 | 4 | -0.9 | -11 | -1.0 | -3 | 3.2
COc1ccccc1-c1cc(C(F)(F)F)nc(N2CCCCC2)n1 | 3 | -1.0 | -0.7 | -5 | 0.5 | -6 | -3.4 | -2 | -0.2
O=C1CCCN1CCCNC(=S)Nc1ccc(F)c(Cl)c1 | -1 | -1.1 | -0.1 | -9 | 0.0 | -4 | -0.8 | -2 | -1.0
COc1ccc(S(=O)(=O)NCc2cccnc2)c2ccccc12 | 1 | 0.7 | 1.1 | -6 | 6.5 | 0 | -1.9 | 0 | -1.4
CC(C)c1ccccc1OCCCCN1CCCCC1 | -5 | 12 | -0.6 | -11 | 0.0 | -5 | -3.7 | 0 | -0.5
CC(=O)N1CCN(C(=O)CC2OC(=O)c3ccccc32)CC1 (configuration not stated) | 1 | -1.2 | 2.2 | 8 | -2.1 | -4 | -1.0 | 1 | 2.6
Cc1cc(C)n2nc(C(=O)Nc3cc(S(=O)(=O)N4CCCCC4)ccc3C)nc2n1 | 1 | 1.1 | -1.3 | -6 | -1.4 | 6 | -1.9 | 0 | 2.1
CCCCCOCC1CC(C/C(C)=N/Nc2nc(-c3ccccc3)cs2)C(=O)O1 (configuration not stated) | 0 | -0.7 | -0.4 | 9 | . | . | 0.1 | . | .
CN(CC1CCCN(CCc2cccc(C(F)(F)F)c2)C1)C(=O)c1ccc2nc[nH]c2c1 (configuration not stated) | 1 | -1.7 | 3.1 | 3 | 0.5 | 4 | -1.5 | -2 | 2.2
CC(=O)Nc1nc(-c2ccc(Cl)cc2)nc(C)c1C(C)=O | 2 | 0.9 | -0.1 | -4 | 0.1 | 35* | -2.1 | -4 | 3.4

(cont.)
SMILES | Mtb FBA inh | PfHsp40 rescue | UGM FP inh | GDH-TPI counter | Mtb BioA inh | BoNT F protease | FadD28 FP inh | Anthrax LF inh2 | BoNT A protease
CC(=O)C1=C(O)C(=O)N(c2cccnc2)C1c1cccc([N+](=O)[O-])c1 (configuration not stated) | -3 | -0.3 | 0.7 | 13 | . | 7 | 0.1 | 4 | 1.4
Cc1cc(C)c(NC(=O)c2ccc(S(=O)(=O)N3CCOCC3)cc2)c(C)c1 | -2 | 0.2 | -0.8 | 8 | 3.8 | -5 | -2.6 | 0 | -0.3
CCOC(=O)c1cccc(NC(=O)CN(c2ccc(OC)cc2)S(=O)(=O)c2c(C)noc2C)c1 | -2 | -0.9 | -0.9 | 2 | 0.3 | -2 | -5.7 | -2 | 0.3
Cc1ccc(C(=O)OCC(=O)NCc2cccs2)c(C)c1 | 5 | -0.2 | 1.8 | -1 | . | -2 | -1.3 | -7 | -0.1
NS(=O)(=O)c1ccc(N=Nc2ccc(=O)[nH]c2O)cc1 | -25 | 2.8 | 2.3 | 2 | . | -16 | 1.6 | -11 | -2.6
Cc1nc2ccccc2n1CC(O)c1ccccc1 (configuration not stated) | -1 | 1.4 | 1.0 | 9 | . | -3 | -1.4 | -3 | -2.7
Cc1cc(C)cc(NC(=O)COC(=O)COc2cccc3c2OC(C)(C)C3)c1 | -1 | -0.4 | 1.7 | -2 | . | ? | -3.7 | ? | ?
COc1ccccc1CNC(=O)COC(=O)c1c(C)nn(-c2ccccc2)c1Cl | 2 | 0.0 | 2.6 | 2 | 1.2 | 6 | -0.3 | -4 | 1.6
COCCCC1CCN(C(=O)C2CCC(=O)N(Cc3cccc(F)c3)C2)CC1 (configuration not stated) | -1 | -1.5 | -1.7 | -5 | -0.6 | -3 | -2.6 | -3 | -0.8
COC(=O)COc1ccc(C)cc1-n1nc2ccccc2n1 | 8 | 44* | -0.8 | 7 | -1.2 | -4 | -0.9 | -3 | -0.7
CCOc1ccc(NC(=O)CSc2nccn2C)cc1 | 1 | -1.3 | 5.8 | 11 | -2.4 | -9 | 0.7 | -2 | -0.2
C=CCn1c(CSc2ccccc2[N+](=O)[O-])n[nH]c1=S | 2 | -0.3 | 2.6 | 1 | . | -10 | -0.6 | -9 | -2.9
COc1ccc([C@H](C)NC[C@H](O)c2ccc(O)c(NC=O)c2)cc1 | 6 | -0.1 | -1.8 | 3 | 0.9 | 0 | -1.5 | -13 | 0.1
Cc1ccc(S(=O)(=O)N(CC(=O)N/N=C/c2cccc3c2OCCO3)c2ccccc2F)cc1 | 11 | -0.7 | -1.6 | 7 | -1.5 | -12 | -0.7 | 0 | 0.5
OCCC1CN(Cc2cccn2-c2nccs2)CCN1CCc1ccccc1 (configuration not stated) | 1 | 0.7 | -1.2 | 1 | 0.9 | -4 | -3.7 | -1 | -0.4
CCC1CCCCN1CCCNC(=O)Cn1cnc2sc(C)c(S(=O)(=O)N3CCC(C)CC3)c2c1=O (configuration not stated) | -1 | 1.0 | 1.0 | -2 | -5.3 | 10 | -0.2 | 2 | 0.8
CCC1(CC)NC(=O)N(CC(=O)OCC(=O)Nc2ncc(Cl)cc2Cl)C1=O | 5 | 0.8 | -1.7 | 4 | -0.6 | -38 | -0.7 | -5 | -26
CC(C)NC(=O)NC(=O)COC(=O)c1cccc(S(=O)(=O)N2CCCCC2)c1 | -1 | -1.1 | 0.4 | -6 | . | -6 | -3.6 | 1 | -0.2
Cc1ccc(C)c(NC(=O)CSc2nnc(-c3ccccc3C)o2)c1 | 1 | 0.5 | 1.4 | 9 | -1.1 | -1 | 2.0 | -2 | 0.4
CC1CCc2c(C(=O)Nc3nccs3)csc2C1 (configuration not stated) | -1 | 0.7 | 1.7 | -1 | 0.5 | -10 | -1.6 | -2 | -0.6
CC(C(=O)Nc1ccc(F)cc1Cl)N1CCN(S(=O)(=O)c2cccs2)CC1 (configuration not stated) | -2 | 1.6 | . | 4 | 0.2 | 2 | -0.7 | 16 | 0.7
CC(=O)n1nc(-c2ccc(C)cc2)nc1NCc1ccc(F)cc1 | 2 | -0.5 | . | 0 | . | -2 | 0.5 | -7 | 0.2
CCNC(=O)COc1cccc2ccccc12 | -3 | -0.2 | -1.6 | -13 | 0.8 | 0 | -4.2 | -1 | -1.2
COc1cccc2c1OC1(C)CC2NC(=O)N1Cc1ccccc1 (configuration not stated) | 1 | -0.2 | 0.5 | 16 | . | -4 | -1.7 | -2 | 0.8
Oc1ccccc1CN(CCc1ccccc1)Cc1ccccc1 | 0 | 0.4 | 4.2 | -3 | 1.7 | 14 | -2.4 | -2 | 3.3

Given with tabs: 9 of the compounds above.
SMILES	Mtb FBA inh	PfHsp40 rescue	UGM FP inh	GDH-TPI counter	Mtb BioA inh	BoNT F protease	FadD28 FP inh	Anthrax LF inh2	BoNT A protease
CCC1(CC)NC(=O)N(CC(=O)OCC(=O)Nc2ncc(Cl)cc2Cl)C1=O	5	0.8	-1.7	4	-0.6	-38	-0.7	-5	-26
CC(C)NC(=O)NC(=O)COC(=O)c1cccc(S(=O)(=O)N2CCCCC2)c1	-1	-1.1	0.4	-6	.	-6	-3.6	1	-0.2
Cc1ccc(C)c(NC(=O)CSc2nnc(-c3ccccc3C)o2)c1	1	0.5	1.4	9	-1.1	-1	2.0	-2	0.4
CC1CCc2c(C(=O)Nc3nccs3)csc2C1 (configuration not stated)	-1	0.7	1.7	-1	0.5	-10	-1.6	-2	-0.6
CC(C(=O)Nc1ccc(F)cc1Cl)N1CCN(S(=O)(=O)c2cccs2)CC1 (configuration not stated)	-2	1.6	.	4	0.2	2	-0.7	16	0.7
CC(=O)n1nc(-c2ccc(C)cc2)nc1NCc1ccc(F)cc1	2	-0.5	.	0	.	-2	0.5	-7	0.2
CCNC(=O)COc1cccc2ccccc12	-3	-0.2	-1.6	-13	0.8	0	-4.2	-1	-1.2
COc1cccc2c1OC1(C)CC2NC(=O)N1Cc1ccccc1 (configuration not stated)	1	-0.2	0.5	16	.	-4	-1.7	-2	0.8
Oc1ccccc1CN(CCc1ccccc1)Cc1ccccc1	0	0.4	4.2	-3	1.7	14	-2.4	-2	3.3

Carrying on.
SMILES | Mtb FBA inh | PfHsp40 rescue | UGM FP inh | GDH-TPI counter | Mtb BioA inh | BoNT F protease | FadD28 FP inh | Anthrax LF inh2 | BoNT A protease
O=S(=O)(Nc1ccccc1N1CCCCC1)c1cccs1 | 4 | -2.1 | 1.0 | -5 | 0.6 | . | -4.0 | . | .
COc1ccc(C=O)c(OC)c1 | -3 | 0.9 | -4.5 | -2 | -3.1 | -10 | -2.8 | -2 | -0.4
COc1ccc(C2C(C#N)=C(N)N(N(C)C)C3=C2C(=O)CC(C)(C)C3)cc1OC (configuration not stated) | -1 | -0.5 | -0.5 | 12 | . | -4 | -0.3 | -10 | -8.0
O=C(N/N=C/c1c[nH]c2c1ccc1ccccc12)c1ccc([N+](=O)[O-])cc1 | -4 | -0.4 | -2.4 | 1 | . | 0 | -3.6 | 1 | 0.7
N#Cc1ccccc1OCC(=O)Nc1nnc(C2CC2)s1 | 5 | 0.9 | 3.2 | 8 | . | -4 | -1.1 | -12 | -2.1
Cc1nc(CCNS(=O)(=O)c2cccnc2)cs1 | 0 | -0.7 | 0.3 | -11 | -0.3 | -1 | -2.3 | -6 | -0.2

Rows are unselected (roughly 4.7% active in at least one column).
